Bioassay records from PubChem BioAssay.
GRIN3A LBD mod = modulators (binders) of human NR3A ligand-binding domain | NR3A LBD differential scanning fluorimetry, Tm shift; 0% = protein alone, 100% = glycine-bound protein | Tm shift relative to glycine control, % at 25 µM | 2.5% of 340,000 active;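 active = melting temperature shift of at least 10% of the positive control shift, at one fixed dose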
mIAP block = blocks mouse intestinal alkaline phosphatase. 0.2% of 330,000 active. purified mouse IAP, CDP-Star luminescence, 30 min. inhibition, % at 10 µM;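 active = inhibition of at least 40% at 10 µM in the primary screen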;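 also: plate controls were DMSO with enzyme for no effect and no enzyme wells for full effect; values of inactives mirror those of a sister screen read the other way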
MPTP inh = inhibitors of mitochondrial permeability transition pore; isolated mouse mitochondria, Ca2+ swelling absorbance, 30 min; inhibition, % at 10 µM; 1.4% of 360,000 active; AID 602449;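 active = inhibition of 50% or more, scaled per plate between neutral and stimulator controls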;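 also: 0% = DMSO wells given calcium and 100% = 1 mM EGTA wells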
hIAP block = human IAP inhibition; P09923; purified IAP, CDP-Star luminescence, 30 min; inhibition, % at 10 µM; 0.12% of 330,000 active; AID 2544;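 active = inhibition reaching a set limit with compound at 10 µM in the primary screen, cut at about 35% in these data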;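 also: plate controls were DMSO wells with enzyme for no effect and no-enzyme buffer wells for full effect; values of inactives mirror those of a sister screen read the other way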
Target sequence (P09923 whole entry, looked up): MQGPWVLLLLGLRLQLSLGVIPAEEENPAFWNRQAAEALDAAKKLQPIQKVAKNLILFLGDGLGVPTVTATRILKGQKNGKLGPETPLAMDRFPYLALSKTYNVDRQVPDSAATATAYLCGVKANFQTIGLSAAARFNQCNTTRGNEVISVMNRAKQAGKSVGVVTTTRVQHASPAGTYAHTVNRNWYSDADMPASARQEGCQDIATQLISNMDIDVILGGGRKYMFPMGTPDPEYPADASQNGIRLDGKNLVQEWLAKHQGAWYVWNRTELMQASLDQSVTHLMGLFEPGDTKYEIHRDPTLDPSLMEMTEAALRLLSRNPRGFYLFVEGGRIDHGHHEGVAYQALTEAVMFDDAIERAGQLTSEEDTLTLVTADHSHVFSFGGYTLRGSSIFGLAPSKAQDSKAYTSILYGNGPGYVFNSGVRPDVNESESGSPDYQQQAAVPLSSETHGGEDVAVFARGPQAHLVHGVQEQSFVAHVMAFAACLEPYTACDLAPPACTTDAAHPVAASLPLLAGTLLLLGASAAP
MIN6 prolif = MIN6 beta-cell proliferation induction | MIN6 cells proliferation, ATPlite luminescence, 48 h; cells starved in 0.2% serum; 100% = growth in 10% serum | proliferation, % at 10 µM | 0.29% of 330,000 active;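 active = compounds whose signal lies at least 3.5 SD above the mean of all wells on their plate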;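 also: 0% = DMSO-treated cells in low-serum medium and 100% = 10% serum control; some compounds called inactive have numbers as strong as hits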
mIAP act = mouse IAP activation; muIAP, CDP-Star luminescence, 30 min; hits give high values; 1 = vehicle-only enzyme signal, 0 = enzyme-free wells; activation factor at 10 µM; 0.24% of 330,000 active; AID 2805;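 active = activation factor of at least 2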; also: the source names both 10 and 20 µM as test concentration; values of inactives mirror those of a sister screen read the other way
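Assay system: mouse IAP enzyme; Reagent: CDP-Star chemiluminescent phosphatase substrate; Compound: DMSO-dissolved test compounds; Incubation: 30 min, room temperature; Technique: luminescence from enzymatic CDP-Star hydrolysis; Controls: DMSO-only wells and no-enzyme negative control.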
A3A deaminase = human APOBEC3A DNA deaminase inhibition; P31941; recombinant A3A, FAM/TAMRA ssDNA deamination fluorescence; inhibition, % at 20 µM; 0.41% of 330,000 active; AID 493011;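 active = at least 40% inhibition at 20 µM here, with at most 30% in a related deaminase screen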;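 also: plate controls were A3A with DMSO for no effect and wells lacking A3A enzyme for full effect; some results filed as inactive read as strong as hits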
Target sequence (P31941 whole entry, looked up): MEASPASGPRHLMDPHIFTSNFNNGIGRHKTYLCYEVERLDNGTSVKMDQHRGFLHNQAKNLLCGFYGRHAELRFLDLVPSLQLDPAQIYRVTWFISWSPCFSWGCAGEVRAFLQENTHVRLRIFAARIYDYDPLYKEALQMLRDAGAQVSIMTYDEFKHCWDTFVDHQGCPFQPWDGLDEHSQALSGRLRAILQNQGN
hIAP act = increases human intestinal alkaline phosphatase activity. activation factor at 10 µM. 0.16% of 330,000 active. purified human IAP, CDP-Star luminescence, 30 min; hits give high values; 1 = vehicle-only enzyme, 0 = enzyme-free background;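 active = activation factor of the enzyme at least 2-fold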; also: the source names both 10 and 20 µM as test concentration; values of inactives mirror those of a sister screen read the other way
APOBEC3G inh = inhibitors of human APOBEC3G DNA deaminase; inhibition, % at 20 µM; Q9HC16; AID 493012; recombinant A3G, ssDNA deamination FAM/TAMRA fluorescence; 0.28% of 330,000 active;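 active = inhibition of at least 40% at 20 µM, with no more than 30% in the related APOBEC3A deaminase screen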;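 also: plate controls were DMSO wells with A3G for no effect and wells lacking A3G enzyme for full effect; some compounds called inactive have numbers as strong as hits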
Target sequence (Q9HC16 whole entry, looked up): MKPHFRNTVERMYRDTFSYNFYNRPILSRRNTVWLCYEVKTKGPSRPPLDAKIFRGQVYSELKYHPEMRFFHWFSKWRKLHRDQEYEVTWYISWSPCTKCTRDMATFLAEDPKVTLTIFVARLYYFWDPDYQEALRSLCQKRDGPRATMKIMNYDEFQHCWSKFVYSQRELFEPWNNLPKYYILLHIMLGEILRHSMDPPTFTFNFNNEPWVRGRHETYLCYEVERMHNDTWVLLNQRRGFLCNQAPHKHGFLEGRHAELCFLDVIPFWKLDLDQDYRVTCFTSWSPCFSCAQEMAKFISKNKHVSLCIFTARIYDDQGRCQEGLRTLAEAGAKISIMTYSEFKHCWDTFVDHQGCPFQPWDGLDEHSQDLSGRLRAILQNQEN
* = called active by the depositor. Not a hit list; any-hit rate near 5%.

SMILES	GRIN3A LBD mod	mIAP block	MPTP inh	hIAP block	MIN6 prolif	mIAP act	A3A deaminase	hIAP act	APOBEC3G inh
COc1cc(OC)c(OC)cc1CNCCNC(=O)c1ccco1	-2	-2	-1.2	0	-1	1	-1	1	-3
COc1ccc(C(=O)NC2CC2)cc1OC1CCN(Cc2ccccc2O)CC1	0	1	0.3	1	-1	0.99	-3	0.99	0
Cc1oc(CSCC2CCCO2)cc1C(=O)O (stereo unspecified)	2	-1	1.9	-16	1	1	1	1.2	-6
CCOc1ccccc1OCCC(=O)OCC(=O)Nc1c(C)cc(C)cc1C	0	0	0.2	3	1	1	62*	0.97	10
CCCCN(C)C(=S)Nc1ccsc1C(=O)OC	2	-15	-0.8	4	-1	1.1	-9	0.96	-7
Cn1c(C(=O)c2ccccc2[N+](=O)[O-])nc2ccccc21	2	-17	-1.3	-17	-2	1.2	-5	1.2	1
CCc1ccccc1NC(=O)NC1CC2CCC(C1)N2Cc1ccco1 (stereo unspecified)	-1	-8	0.8	-8	0	1.1	0	1.1	-5
COc1cccc(C(NC(C)=O)c2ccc3cccnc3c2O)c1 (stereo unspecified)	-4	-7	1.9	-32	-3	1.1	2	1.3	-1
COc1cc(/C=C2\C(=N)N3N=C(C)SC3=NC2=O)cc(OC)c1OCCOc1ccccc1C	-8	1	1.0	-16	-3	0.99	-7	1.2	4
Cc1ccc(S(=O)(=O)N2c3cc(C)ccc3OCC2C(C)(C)C)cc1 (stereo unspecified)	-1	-7	0.3	1	-6	1.1	3	0.99	-1
Cc1cc2nccc(-c3ccncc3)n2n1	0	11	0.6	10	-1	0.89	3	0.9	3
CN(Cc1ccc(O)cc1)C1CCCCC1	-2	1	1.4	6	-1	0.99	4	0.94	-2
Cc1ccc(OCc2nnc(SCC(=O)NCc3ccccc3)n2C)cc1	0	4	0.6	13	0	0.96	-7	0.87	-13
CC(=O)Nc1ccc(NC(=O)c2cccc(C(=O)OC(C)C)n2)cc1	1	-10	-1.2	-6	-1	1.1	-4	1.1	-6
CCOC(=O)C1=C(C)N(C)C(=O)NC1c1c(C)nn(-c2ccccc2)c1C (stereo unspecified)	2	0	-2.5	-17	-2	1	5	1.2	0
O=C(COC(=O)c1ccc(F)cc1Cl)NCc1ccco1	0	-4	0.7	-4	3	1	21	1	1
CSc1nc(-c2ccccc2)cc(C(F)(F)F)c1C#N	-19	12	1.8	-3	-1	0.88	-1	1	-4
NS(=O)(=O)c1ccc(NC(=S)NNC(=O)CCC(=O)Nc2ccccc2Cl)cc1	1	22	-1.9	-90	1	0.78	3	1.9	6
CC(=O)NN1C(=O)/C(=C2/Sc3ccccc3N2C)SC1=S	3	14	0.8	18	-6	0.86	-2	0.82	-2
CC(=O)N1CCN(CC(=O)Nc2c(Cl)ccc(C)c2Cl)CC1	0	-3	-0.9	-4	0	1	-1	1	-12
O=C(Nc1ccc(N2CCCC2)c(Cl)c1)c1ccc2c(c1)OCCO2	-10	14	1.7	-4	-3	0.86	-1	1	-4
Cc1cc(=O)n2nc(N3CCCC(C(=O)N4CCc5ccccc54)C3)sc2n1 (stereo unspecified)	-1	-4	1.4	-16	-6	1	-2	1.2	-2
COc1cc(NC(=O)N[C@@H](Cc2ccccc2)C(=O)O)cc(OC)c1	1	-10	1.1	-17	0	1.1	-1	1.2	-1
COc1ccc(NC(=O)CCOc2ccc(C)cc2)c(OC)c1	-1	-3	1.1	-20	0	1	-5	1.2	-4
O=C1NC2(CCCCC2)C(=O)N1Cc1cc(=O)n2ccsc2n1	0	4	-1.1	-1	1	0.96	3	1	-7
COc1ccc(COc2cc(-c3cccc(OC)c3)nc3ccc(NC(=O)c4ccc(C)cc4)cc23)cc1	3	2	1.5	7	-7	0.98	-2	0.93	-9
Cc1nc2ccccn2c1CN(C)C(=O)C1CCC(=O)N(CCc2cccc(F)c2)C1 (stereo unspecified)	0	6	1.7	-18	2	0.94	-4	1.2	-6
COc1ccc(-c2cc(-c3ccccc3)nc(N3CCCC3)n2)cc1OC	0	0	3.6	9	-4	1	-1	0.91	-2
CC1CCCCN1C(=O)COC(=O)CNC(=O)c1ccc(Cl)cc1Cl (stereo unspecified)	0	2	-1.6	0	3	0.98	-5	0.99	-5
CC(C)NS(=O)(=O)c1ccc(NC(=O)C(C)Oc2ccc(C(=O)c3ccccc3)cc2)cc1 (stereo unspecified)	-1	-1	27	12	-2	1	-2	0.88	-4
O=C1CC(N2CCN(c3ccc(F)cc3)CC2)C(=O)N1c1ccccc1 (stereo unspecified)	-2	6	0.1	0	-2	0.94	1	1	-7
Cc1cc(C)n2nc(C(=O)NCC(=O)Nc3ccc(F)c(F)c3)nc2n1	0	7	-0.8	-8	-1	0.93	-2	1.1	-5
COc1ccc(NC(=O)CSc2nnc(Cc3ccccc3)c(=O)n2N)cc1	-1	10	-0.8	-13	-5	0.9	-1	1.1	-7
COc1ccccc1C(c1nnnn1Cc1ccco1)N1CCN(c2cccc(C)c2C)CC1 (stereo unspecified)	1	-8	-1.1	0	-5	1.1	9	1	-3
COCCn1c(C)cc(C(=O)CSc2nc3ccccc3c(=O)[nH]2)c1C	2	14	64*	2	-3	0.86	0	0.97	-5
Cc1cc(C)c(NC(=O)c2cc(=O)c3ccccc3o2)c(C)c1	-1	-4	1.1	6	0	1	-1	0.94	0
C/C(CC(=O)Nc1ccc2c(c1)OCCO2)=N\NC(=O)COc1ccccc1	-3	6	-3.0	10	0	0.94	1	0.9	-9
Cc1cc2nnc(SCC(=O)NCc3ccco3)n2c2ccccc12	-2	-6	0.5	-11	0	1.1	4	1.1	-3
Nc1nnc(N2CCCCCC2)s1	1	0	-2.4	-17	-4	1	-3	1.2	-2
COc1cccc(NC(=O)NCCCSC2CCCCC2)c1	-7	-126	26	12	-1	2.3*	2	0.89	-6
CCCCc1ccc(NC(=S)NCc2cccnc2)cc1	-2	-60	33	2	-4	1.6	-1	0.98	-9
CCC(=O)c1ccc(N2CCCC2)c(F)c1	-1	8	-0.6	18	1	0.92	-2	0.82	-2
O=C(CNCc1cccs1)Nc1ccc(N2CCCCCC2)cc1	-1	-1	1.2	2	-2	1	-4	0.98	-18
Cc1cccc(NC(=O)c2cc3n(n2)C(C(F)(F)F)CC(c2ccc4c(c2)OCO4)N3)c1 (stereo unspecified)	8	6	1.3	13	-6	0.94	-2	0.87	-6
COc1ccccc1NS(=O)(=O)c1cccc(NC(=O)Cc2cccs2)c1	-7	7	3.3	-4	0	0.93	-3	1	-6
CCOCCCn1cnc2c([nH]c3cc(OC)ccc32)c1=O	0	-9	-0.7	0	-5	1.1	0	1	-6
CCOc1ccc(C(=O)O/N=C(\N)c2ccc([N+](=O)[O-])cc2)cc1OCC	-10	6	-0.7	-6	0	0.94	0	1.1	-11
O=C(/C=C/c1ccc(Cl)cc1)NCc1ccco1	1	-3	-2.2	0	-1	1	2	1	-8
COc1ccc(CNC(=O)CSC(=S)N2CCCC2)cc1	0	-1	0.7	16	0	1	-4	0.84	-5
COCc1ccc(C(=O)N(C)CC2CCCN(CCc3ccc(Cl)cc3)C2)o1 (stereo unspecified)	0	-3	0.2	-20	5	1	-3	1.2	-10
O=C(OCCc1cc2ccccc2c(=O)o1)c1cccs1	-1	-6	-0.7	15	0	1.1	-2	0.85	-6
S=C(Nc1cc(Cl)cc(Cl)c1)NC1CCN(Cc2ccccc2)CC1	7	-221	54*	8	-7	3.2*	-3	0.92	-7
COc1cccc(/C=N/NC(=O)C(=O)N2CCCC2)c1O	-1	-10	1.6	0	-1	1.1	-3	1	-5
O=C(CSc1nnnn1-c1ccccc1)NC(=O)NCc1ccco1	-8	-2	-2.2	-11	-2	1	15	1.1	7
CC(C)C(NS(=O)(=O)c1ccccc1)C(=O)N1CCCC1 (stereo unspecified)	1	-5	1.1	11	-2	1.1	-4	0.89	-3
CCCCNC(=O)N(O)C1N(/N=C/c2ccccc2F)C(=S)SC1(C)C (stereo unspecified)	-1	4	-0.5	3	-3	0.96	-4	0.97	-7
CC1CN(C(=O)COC(=O)c2cccc(S(=O)(=O)N3CCc4ccccc43)c2)CC(C)O1 (stereo unspecified)	-3	1	-0.9	4	-4	0.99	1	0.96	-3
CC(=O)N1N=C(c2ccccc2)CC1c1ccccc1 (stereo unspecified)	0	2	1.0	19	-3	0.98	-3	0.81	-11
COc1ccc(-c2csc(N3C(=N)SCC3=O)n2)cc1	2	0	0.1	-2	-5	1	-1	1	-3
COc1cc(OC)cc(-c2c(-c3ccc(F)cc3)c3cc(-c4ccc5c(c4)OCCO5)ccc3n2C)c1	-4	4	0.2	10	-3	0.96	0	0.9	-4

A few values from above:
Reading of CCCCc1ccc(NC(=S)NCc2cccnc2)cc1 in mIAP act: 1.6
Reading of O=C(CNCc1cccs1)Nc1ccc(N2CCCCCC2)cc1 in hIAP block: 2

Two of the compounds above, field by field.
> CC(C)C(NS(=O)(=O)c1ccccc1)C(=O)N1CCCC1 (stereo unspecified)
  GRIN3A LBD mod = 1
  mIAP block = -5
  MPTP inh = 1.1
  hIAP block = 11
  MIN6 prolif = -2
  mIAP act = 1.1
  A3A deaminase = -4
  hIAP act = 0.89
  APOBEC3G inh = -3
> Cc1cc(=O)n2nc(N3CCCC(C(=O)N4CCc5ccccc54)C3)sc2n1 (stereo unspecified)
  GRIN3A LBD mod = -1
  mIAP block = -4
  MPTP inh = 1.4
  hIAP block = -16
  MIN6 prolif = -6
  mIAP act = 1
  A3A deaminase = -2
  hIAP act = 1.2
  APOBEC3G inh = -2

More records follow:
SMILES	GRIN3A LBD mod	mIAP block	MPTP inh	hIAP block	MIN6 prolif	mIAP act	A3A deaminase	hIAP act	APOBEC3G inh
O=C(O)CCN1C(=O)C2C3c4ccccc4C(c4ccccc43)[C@@H]2C1=O (stereo partly specified)	0	-9	1.7	0	0	1.1	5	1	-1
COc1cc2cc(C(c3nnnn3C3CCCC3)N3CCCCCC3)c(=O)[nH]c2cc1OC (stereo unspecified)	-1	6	-1.9	0	-1	0.94	-1	1	-3
COc1ccc(OC)c(C(=O)NC(CC(N)=O)c2ccc(NCC3CC3)c([N+](=O)[O-])c2)c1 (stereo unspecified)	-1	-4	-0.2	7	-5	1	0	0.93	-7
CSC1=NCCN1C(=O)c1c(F)cccc1F	0	39	-0.4	10	-1	0.61	-1	0.9	-5
Cc1cc(NS(=O)(=O)c2ccc(NC(=O)c3cccc(OC(F)F)c3)cc2)nc(C)n1	3	6	-3.6	6	2	0.94	-2	0.94	-4
O=C(Cc1ccccc1F)NC1CCCc2ccccc21 (stereo unspecified)	-3	-8	0.6	1	3	1.1	-3	0.99	-6
Cc1ccc(-c2ccc(=O)n(CC(=O)NCc3ccco3)n2)cc1	-1	0	1.8	-1	-3	1	2	1	1
COC(=O)c1nc2n(n1)C(c1ccccc1OC)C1=C(CCCC1=O)N2 (stereo unspecified)	2	1	-4.4	11	-1	0.99	-2	0.89	-1
Cc1ccccc1NC(=O)CN(C)S(=O)(=O)c1ccc2c(c1)n(C)c(=O)c(=O)n2C	2	-4	0.5	2	-1	1	9	0.98	-6
CN(CC(=O)Oc1ccc(-c2nnco2)cc1)S(=O)(=O)c1ccc(F)cc1	2	-3	-1.0	-10	-1	1	1	1.1	4
Cc1ccc2c(c1)C1CN(C)CCC1N2C(=O)c1ccccc1NS(=O)(=O)c1cccc(C(F)(F)F)c1 (stereo unspecified)	-1	12	6.1	15	0	0.89	-3	0.85	-8
O=C(CCNC(=O)c1ccc([N+](=O)[O-])cc1)Nc1ccccc1N1CCCCC1	0	5	-2.0	7	-5	0.95	0	0.93	-5
FC(F)(F)c1cccc(Cn2nnnc2-c2cc(Cl)cc(Cl)c2)c1	-12	1	1.3	17	-5	0.99	10	0.83	2
